Assay outcomes from PubChem.
RBX1-CUL1 inh: human ROC1-CUL1 E3 ligase inhibition | AID 1347404 | in vitro K48 di-Ub FRET, acceptor:donor ratio, 45 min | P62877+Q13616 | 0.6% of 140,000 active | inhibition, % at 10 µM; in the data active = inhibition above about 25%
Target sequence (P62877 whole entry, looked up): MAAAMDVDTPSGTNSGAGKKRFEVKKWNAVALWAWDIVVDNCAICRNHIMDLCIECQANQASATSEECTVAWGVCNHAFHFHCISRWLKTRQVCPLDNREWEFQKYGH
Target sequence (Q13616 whole entry, looked up): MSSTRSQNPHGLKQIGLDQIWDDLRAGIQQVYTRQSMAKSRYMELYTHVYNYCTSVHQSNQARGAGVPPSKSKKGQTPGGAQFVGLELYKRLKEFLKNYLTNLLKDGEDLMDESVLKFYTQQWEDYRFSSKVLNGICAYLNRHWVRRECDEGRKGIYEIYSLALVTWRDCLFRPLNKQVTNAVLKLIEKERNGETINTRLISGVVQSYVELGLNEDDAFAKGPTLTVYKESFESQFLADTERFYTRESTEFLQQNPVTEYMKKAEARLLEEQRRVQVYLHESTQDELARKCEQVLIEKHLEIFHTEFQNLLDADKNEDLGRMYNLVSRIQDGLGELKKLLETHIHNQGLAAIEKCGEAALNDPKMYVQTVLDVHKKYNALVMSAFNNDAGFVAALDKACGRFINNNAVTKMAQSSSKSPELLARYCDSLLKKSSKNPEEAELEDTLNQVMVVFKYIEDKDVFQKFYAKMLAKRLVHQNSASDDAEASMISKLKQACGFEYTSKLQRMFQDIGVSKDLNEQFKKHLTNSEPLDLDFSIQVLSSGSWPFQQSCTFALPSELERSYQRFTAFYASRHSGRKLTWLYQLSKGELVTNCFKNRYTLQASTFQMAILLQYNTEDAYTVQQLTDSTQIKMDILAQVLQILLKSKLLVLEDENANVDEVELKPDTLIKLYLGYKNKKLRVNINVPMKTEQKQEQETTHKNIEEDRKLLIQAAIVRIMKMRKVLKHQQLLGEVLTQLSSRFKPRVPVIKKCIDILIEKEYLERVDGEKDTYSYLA
An asterisk follows results filed as active; & = joins results of further samples. The list is partial (hit frequency here may not be typical).

Start of the data: the first four records as a preview:
SMILES	RBX1-CUL1 inh
CC(C)(C)c1ccc(Oc2ccc(N)cc2)cc1	-5
COc1ccc(C(=O)NCCC(C)C)cc1C	9
CC1CN(c2ncnc3scc(-c4ccc(Br)cc4)c23)CC(C)O1 (stereo not given)	-2
O=S(=O)(c1cccc(Cl)c1)c1nnn2c1nc(NC1CCCC1)c1sccc12	0

All compounds of this part, from the first entry:
SMILES	RBX1-CUL1 inh
CC(C)(C)c1ccc(Oc2ccc(N)cc2)cc1	-5
COc1ccc(C(=O)NCCC(C)C)cc1C	9
CC1CN(c2ncnc3scc(-c4ccc(Br)cc4)c23)CC(C)O1 (stereo not given)	-2
O=S(=O)(c1cccc(Cl)c1)c1nnn2c1nc(NC1CCCC1)c1sccc12	0
COC(=O)c1ccc(-c2c(Cl)nc(N3CCc4ccccc4C3)c(=O)n2-c2ccccc2)cc1	9
Cc1ccc(NCc2n[nH]c(=S)n2-c2ccccc2)cc1	0
CCCN(CC1CCCO1)C(=O)C1CCCN(c2nc(C)c3ccc(S(C)(=O)=O)cc3n2)C1 (stereo not given)	3
COc1ccc(OCc2ccc(-c3nc(C#N)c(N4CCN(C)CC4)o3)o2)cc1	-3
O=C(CSc1nnc(CNc2ccccc2)n1-c1ccccc1)N/N=C/c1ccc(F)cc1	0
Cc1cc(N2CCN(C)CC2)nc2ccc(NC(=O)Nc3ccccc3Cl)cc12	-10
O=C(O)c1ccccc1C(=O)N(Cc1ccccc1)Cc1ccccc1	11
CCOC(=O)CCn1nc(-c2ccc(C)cc2)c2ccccc2c1=O	6
CC(=O)N(CN1C(=O)c2cccc([N+](=O)[O-])c2C1=O)c1ccc(C)cc1	3
O=Cc1ccccc1OCc1ccccc1	7
CCOc1ccc(-c2csc(NC(=O)c3csc(C)c3C)c2C(=O)OC)cc1	-7
C=CCSc1nc(-c2ccc(OC)cc2)c(C#N)c(=O)n1CC=C	13
O=C1CCCN1CC(=O)N1CCc2[nH]nc(-c3ccccc3F)c2C1	-10
Cc1cc(Br)cc2c1NC(=O)C2(c1c(C)n(C)n(-c2ccccc2)c1=O)c1c(C)n(C)n(-c2ccccc2)c1=O	4
c1cncc(-c2ncc3c(n2)CCCC3NC2CCCC2)c1 (stereo not given)	4
Cc1ccc(CC(=O)Nc2c(C(=O)N3CCN(c4ccccc4)CC3)oc3ccccc23)cc1	-2
O=C(NC(N(Cc1ccccc1)CC1CCCO1)(C(F)(F)F)C(F)(F)F)c1ccco1 (stereo not given)	-11
O=c1cc(-c2ccccc2)nc(SCc2nc(-c3cccc(C(F)(F)F)c3)no2)[nH]1	-1
COC(=O)c1c(NC(=O)c2ccc(N3C(=O)C=CC3=O)cc2)sc2c1CCCC2	1
O=C(Cc1cccnc1)N(CC1CCN(Cc2ccccc2F)CC1)CC1CCCO1 (stereo not given)	8
Nc1nc(=Nc2ccccc2C(F)(F)F)nc(N)n1C(=O)c1ccncc1	4
Cc1ccc(CN2c3ccccc3S(=O)(=O)c3ccccc32)cc1	-14
O=S1(=O)CCS(=O)(=O)C1c1ccccc1	-3
COc1ccc(CCNS(=O)(=O)c2c(C)nc3sc(C)cn3c2=O)cc1OC	-10
COC(=O)CN1C(=S)N(c2ccc(OC)cc2)C(=O)/C1=C/c1cccs1	4
Cc1ccc(N2NC(=O)/C(=C/c3cccc(Br)c3)C2=O)cc1	-12
COc1cc(CN2CCOc3ccc(C(O)Cc4ccccc4)cc3C2)cc2c1OCO2 (stereo not given)	-5
COC(=O)c1ccc2c(c1)N(CC(=O)Nc1cccc(C(F)(F)F)c1)C(=O)c1ccccc1S2	-7
CCCCn1c(C)cn2c3c(=O)n(CCC)c(=O)n(C)c3nc12	1
CC(=O)N(Cc1ccc(Br)cc1)c1ccccc1C(=O)O	-1
O=S(=O)(NCCc1csc2nc(-c3ccc(F)cc3)nn12)c1ccc2c(c1)OCCO2	-17
O=C1NC(c2cccs2)C(C(=O)c2ccccc2)C(O)(C(F)(F)F)N1 (stereo not given)	3
Cc1ccc(/C=C2/SC(=O)N(CC(=O)N3CCOCC3)C2=O)s1	6
CCCOc1ccc(/C=C/C(=O)Nc2sc3c(c2C(=O)OCC)CCC(C)C3)cc1OC (stereo not given)	-4
Cc1n[nH]c(C)c1CNc1ccc(-c2nc(-c3ccccc3F)no2)cn1	-1
O=C(Oc1cc(=O)n(Cc2ccccc2)c2ccccc12)c1ccc(Cl)cc1	5

Next part, overlapping the part above by three compounds.
SMILES	RBX1-CUL1 inh
CCCOc1ccc(/C=C/C(=O)Nc2sc3c(c2C(=O)OCC)CCC(C)C3)cc1OC (stereo not given)	-4
Cc1n[nH]c(C)c1CNc1ccc(-c2nc(-c3ccccc3F)no2)cn1	-1
O=C(Oc1cc(=O)n(Cc2ccccc2)c2ccccc12)c1ccc(Cl)cc1	5
Cc1ccc(-c2[nH]nc3c2C(c2cc(Br)ccc2F)C(C#N)C(=N)O3)cc1 (stereo not given)	-4
Cc1ccc(S(=O)(=O)c2cn(Cc3cccc(F)c3)c3cc(N4CCCC4)c(F)cc3c2=O)cc1	-9
Cc1cnc(SCCN2CCOCC2)nc1C1CCCN(C(=O)/C=C/c2ccccn2)C1 (stereo not given)	14
Cc1ccc(-c2csc(NC(=O)c3ccc(F)cc3)n2)cc1	7
C=CCn1cc(CN2CCOC(CCN(C)C)C2)c(C)n1 (stereo not given)	-3
CCc1nc2cc(C(=O)N(CC3CC3)CC3CCCO3)cc(NC(=O)c3ccccc3OC)c2n1C (stereo not given)	7
CCCCCCCC(=O)N=C1C(=O)N(c2ccccc2)N(C)C1C (stereo not given)	11
Cc1ccc(NC(=O)N=C2CN(C)C(=O)c3ccccc32)c(Cl)c1	-7
CC(=O)Nc1nnc(-c2ccc3c(c2)OCO3)s1	3
O=C(Oc1ccccc1)c1ccc(COC(=O)C2c3ccccc3Oc3ccccc32)cc1	-1

6 structures from above, arranged by molar mass, rising:
SMILES	RBX1-CUL1 inh
COc1ccc(C(=O)NCCC(C)C)cc1C	9
Cc1ccc(NC(=O)N=C2CN(C)C(=O)c3ccccc32)c(Cl)c1	-7
CC(=O)N(CN1C(=O)c2cccc([N+](=O)[O-])c2C1=O)c1ccc(C)cc1	3
CC1CN(c2ncnc3scc(-c4ccc(Br)cc4)c23)CC(C)O1 (stereo not given)	-2
Cc1cc(N2CCN(C)CC2)nc2ccc(NC(=O)Nc3ccccc3Cl)cc12	-10
COc1ccc(CCNS(=O)(=O)c2c(C)nc3sc(C)cn3c2=O)cc1OC	-10

Next part.
SMILES	RBX1-CUL1 inh
Cc1sc(N2CCNCC2)nc1-c1ccccc1	-2
O=C1NC(=S)N(c2ccc(F)cc2)C(=O)/C1=C\c1cc(Br)ccc1OCc1ccc(I)cc1	1
CC(C)OCCNC(=O)C1CCC(=O)N(Cc2cccc(F)c2)C1 (stereo not given)	8
CC(Oc1cccc(Cl)c1)C(=O)Nc1ncccc1Cl (stereo not given)	5
COc1ccc(Cl)cc1-n1c(CCC(=O)O)ccc1-c1ccc(C)cc1	-3
Cn1c(=O)[nH]c(=O)c2c(-c3ccccc3)ccnc21	-1
CCN(CC)C(=O)CSc1nc2ccc(NC(=O)CSc3nccn3C)cc2s1	5
O=C(O)CCCC(=O)N1N=C(c2ccccc2)CC1c1ccc2c(c1)OCO2 (stereo not given)	9
CCN(CC)C(=O)c1ccc2c(c1)N(Cc1ccc(C(F)(F)F)cc1)C(=O)c1ccccc1S2	-4
Cc1cc(C)c(/C=C/c2onc(C)c2S(=O)(=O)N2CCC(C(=O)NCC(C)c3ccccc3)CC2)c(C)c1 (stereo not given)	2
CC1=C(C(=O)Nc2ccccc2)C(c2ccc(Cl)cc2Cl)NC(=O)N1C (stereo not given)	0
CC(=O)c1cccc(NC(=O)C23CCC(C)(c4nc5ccccc5nc42)C3(C)C)c1 (stereo not given)	2
CCN(CC)C(=O)Oc1ccc2c(=O)c(-c3ccccc3)coc2c1	-1
CCOC(=O)C1(Cc2ccc(F)cc2)CCCN(C(=O)CCn2cccn2)C1 (stereo not given)	0
COc1ccc(CCN2CCCC(CN(C)Cc3ncc[nH]3)C2)cc1 (stereo not given)	-3
Cc1ccc(Nc2cc(C)nc3nc(Cc4ccc(Cl)cc4)nn23)cc1	-3
O=c1cc(-c2ccccc2)n2c(SCc3ccc(Br)cc3)nnc2[nH]1	3
COC(=O)c1c(I)c2cc(OC)ccc2n1C	4
CCN(CC)C(=O)C(C)N(C#N)c1nc(N(C)C)nc(N(C)C)n1 (stereo not given)	3
Cc1ncc(CN2CCC(N3CCC(C(=O)NCc4ccccn4)CC3)CC2)s1	8
C=CCn1c(Sc2c(-c3ccccc3)c3ccccc3[nH]c2=O)nnc1-c1ccc(Cl)c(Cl)c1	6
O=C(c1ccc2c(c1)OCCO2)N1CCN(C2CCCCC2)CC1	-8
CCOC(=O)C1(CCOC)CCN(Cc2ccncc2)CC1	5
COc1ccc2nc(NC(=O)CSC(=S)N3CCOCC3)sc2c1	2
COc1ccc(C(=O)Nc2cccc(OCc3cc(=O)n4c5c(sc4n3)CCCC5)c2)cc1OC	11
CC(NC(=O)CSc1n[nH]c(C(NC(=O)c2ccc(Cl)cc2Cl)C(C)C)n1)c1ccccc1 (stereo not given)	-9
Cc1ccn2c(CNCCN3CCCCC3)c(C(=O)N3CCCCCC3)nc2c1	2
CN(CCC(O)c1ccccc1)C(=O)c1cn(CCc2ccccc2)nn1 (stereo not given)	0
CCOc1cc(CNc2ccc(O)cc2)ccc1OCc1ccc(Cl)cc1	4
Cc1cccc(OCc2ccc(-c3nc(C#N)c(NCc4cccnc4)o3)o2)c1	1
CCCCOc1ccc(C(=O)NCc2cn3cccc(C)c3n2)cc1	2
O=C(NCCc1ccc(F)cc1)C(=O)NCC(c1cccs1)S(=O)(=O)c1ccc(F)cc1 (stereo not given)	-2
Cn1cc(S(=O)(=O)N2CCCCCC2)cc1C(=O)N1CCN(c2ccccc2F)CC1	14
c1cnc(N2CCC(C3CCN(C4Cc5ccccc5C4)C3)CC2)nc1 (stereo not given)	0
CCOc1cc(CNc2ccc(C(=O)O)cc2)ccc1OCc1ccccc1	-9&4
CCOC(=O)c1ccc(-n2sc3c(c2=S)-c2cccc(C)c2NC3(C)C)cc1	1
COc1ccc(C(=O)NNC(=O)CSc2nnc(C)n2-c2ccccc2)cc1	-3
COc1ccc(CNCc2ccccc2)c(OC)c1OC	-3
COc1cccc(CNC(=O)C(C)n2ccc3cc(S(=O)(=O)N4CCCCCC4)ccc32)c1 (stereo not given)	-2
COCCN1C(=O)NC(Cc2ccc(F)cc2)(C2CCN(C(=O)c3ccc(C)cc3)CC2)C1=O (stereo not given)	-2
Cc1nc(SCc2c(C)noc2C)c2c3c(sc2n1)CCCC3	-1
Cc1c(C(=O)Nc2ccccc2)nnn1-c1ccccc1	1
COc1ccccc1NC(=O)CCn1c(=O)oc2cc(Cl)ccc21	-6
Cc1nn(CC(=O)Nc2sc3c(c2C#N)CCCCC3)c(C)c1[N+](=O)[O-]	1
Cc1cc(C)nc(N=C(N)N2CCOCC2)n1	-16
CN1C(=O)CC(CC(=O)N2CC3CC4CC(C3)CC2C4)(c2ccc(-c3ccccc3)cc2)C1=O (stereo not given)	-2
CC(C)CC(=O)NCC(c1ccc2c(c1)OCO2)N1CCN(c2ccc(F)cc2)CC1 (stereo not given)	2
COc1ccc(C(=O)COc2cccc(NC(=O)c3ccco3)c2)cc1	-7
CC(=O)Nc1cc(NC(C)=O)c2nc(N)sc2c1	-5
O=C(CC1CCCC1)N1CCC(C2(c3cccnc3)NC(=O)N(Cc3ccsc3)C2=O)CC1 (stereo not given)	10

Quoted at random: four compounds from above
SMILES	RBX1-CUL1 inh
CC(=O)Nc1cc(NC(C)=O)c2nc(N)sc2c1	-5
Cc1cc(C)nc(N=C(N)N2CCOCC2)n1	-16
CC(C)CC(=O)NCC(c1ccc2c(c1)OCO2)N1CCN(c2ccc(F)cc2)CC1 (stereo not given)	2
CN1C(=O)CC(CC(=O)N2CC3CC4CC(C3)CC2C4)(c2ccc(-c3ccccc3)cc2)C1=O (stereo not given)	-2

Continuation:
SMILES	RBX1-CUL1 inh
CC1(C)Cc2nc(N3CCOCC3)ncc2C(NC(=O)C2CCC2)C1 (stereo not given)	-6
CCN(CC)CCNC(=O)c1nn(C)c2c1CS(=O)(=O)c1ccccc1-2	1
CNC(=O)c1ccc(OC(C)C)c(Br)c1	7
COc1ccc(-c2cc(OC)c3ccccc3n2)cc1	10
CCc1ccccc1NC(=O)c1cc(-c2ccc(OC)cc2)on1	14
O=C(/C=C/c1cccs1)Nc1nc(-c2ccc(Cl)c(Cl)c2)cs1	4
CC(C)c1nc2sc3c(N4CCCCC4)ncnc3c2c2c1CCCC2	3
O=c1cc(COc2cccc(C(F)(F)F)c2)nc2sc3c(n12)CCCC3	-13
Cc1c(-c2ccc(Cl)cc2Cl)nc2ccccc2c1C(=O)N1CCCC1	0
O=C1N(Cc2cccnc2)C[C@@H]2C[C@@H](c3ccc(-c4ccccc4)cc3)N3CCC[C@@]123	4
COc1ccccc1CNC(=O)c1cc2c(=O)oc3ccc(C)cc3c2s1	-15
Cc1nnc(SCC(=O)Nc2ccccc2N2CCOCC2)o1	-9
O=C(c1ccccc1[N+](=O)[O-])N1CCN(c2cccc(Cl)c2)CC1	-3
COc1ccc(-n2nnnc2-c2c[nH]c3ccccc23)cc1	0
Cc1cccc(NC(=O)C2CCN(S(=O)(=O)c3ccc4[nH]c5c(c4c3)CCCCC5)CC2)c1	3
CCn1c(C(=O)NCc2ccc(C)cc2)cc2sc(Cl)cc21	-2
O=S(=O)(Nc1ccccc1O)c1cc(Cl)ccc1Cl	2
CC(=O)Nc1nonc1-c1nnc(SCc2ccc(Cl)cc2)n1C	5
Cn1c(N)c(Cc2ccccc2)c2ccccc21	-2
O=C1CCC(C(=O)N2CCN(c3cnccn3)CC2)CN1CCc1ccc(Cl)cc1 (stereo not given)	5
COc1ccccc1C1(CC(=O)N2CCN(c3cnccn3)CC2)CC(=O)N(C2CCCC2)C1=O (stereo not given)	-5
